Assay outcomes (PubChem)
CIT2 TOR yeast: yeast TOR pathway CIT2-GFP modulation | S. cerevisiae CIT2-GFP strain, flow cytometry, 3 h; 100 means same as DMSO wells | GFP response vs DMSO, % at 10 µM | hit rate 0.065% among 320,000;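 active means GFP response relative to DMSO above a set limit, near the screen mean plus 3 SD, cut at about 150% in these data; inconclusive means Fewer than 70 cells measured for a yeast strain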;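 further: ratio of well median GFP fluorescence to mean of DMSO wells on the plate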
LAP4-GFP MLPCN: modulators of TOR pathway LAP4-GFP in S. cerevisiae; S. cerevisiae LAP4-GFP multiplex, flow cytometry GFP, 3 h; median GFP as percent of DMSO wells; GFP response vs DMSO, % at 10 µM; hit rate 0.34% among 320,000;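 active means GFP response vs DMSO above a set limit, about the screen mean plus 3 SD, cut at about 150% in these data; inconclusive means under 70 cell events counted for the yeast strain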
AGP1-GFP MLPCN: modulators of TOR pathway AGP1-GFP in S. cerevisiae; S. cerevisiae AGP1-GFP multiplex flow cytometry, 3 h; GFP as percent of DMSO wells; AID 2066; GFP response vs DMSO, % at 10 µM; hit rate 0.02% among 320,000;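 active means GFP response relative to DMSO above a set limit, near screen average plus 3 SD, cut at about 150% in these data; inconclusive means fewer than 70 cells counted for the yeast strain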;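 further: median GFP channel fluorescence of the gated AGP1 strain per well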
procasp7 counter: counter-screen for procaspase-3 activators: activators of human procaspase-7; P55210; recombinant procaspase-7, Ac-DEVD-pNA absorbance 405 nm; D23A/D198A/D206A triple mutant, cannot self-cleave; scale: DMSO 0, 5 µM enzyme 100; activation, % at 8.5 µM; hit rate 0.093% among 330,000; AID 463210;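 active means percent activation above the screen-wide mean plus 3 SD, cut at about 25% in these data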
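Assay system: Uncleavable procaspase-7 mutant enzyme | Input: 2 µM procaspase-7 mutant as dispensed | Timing: 1 h compound preincubation, 2 h substrate cleavage, 25 °C | Repeats: One well per compound | Control set: DMSO wells as 0%, DMSO with 5 µM added PC-7 as 100% | Technique: Epi-absorbance of released pNA at 405 nm, two timepoints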
MEP2-GFP yeast: yeast TOR pathway MEP2-GFP modulation; GFP response vs DMSO, % at 10 µM; AID 2016; hit rate 0.51% among 330,000; S. cerevisiae MEP2-GFP strain, flow cytometry GFP, 3 h; 100% = DMSO control level;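 active means GFP response versus DMSO above a set limit, roughly screen mean plus 3 SD, cut at about 180% in these data; inconclusive means fewer than 70 cells counted for a yeast strain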;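 further: median GFP fluorescence of the barcode-gated MEP2-GFP cells per well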
procasp3 activ: activates human procaspase-3 | P42574 | recombinant procaspase-3 D3A, Ac-DEVD-pNA absorbance 405 nm | activation, % at 8.5 µM | hit rate 0.11% among 330,000;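 active means activation above the mean of all tested compounds plus 3 SD, cut at about 21% in these data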;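 further: 0% = DMSO alone and 100% = DMSO wells spiked with extra 5 µM PC-3 D3A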
Target sequence (P42574 whole entry D9A/D28A/D175A): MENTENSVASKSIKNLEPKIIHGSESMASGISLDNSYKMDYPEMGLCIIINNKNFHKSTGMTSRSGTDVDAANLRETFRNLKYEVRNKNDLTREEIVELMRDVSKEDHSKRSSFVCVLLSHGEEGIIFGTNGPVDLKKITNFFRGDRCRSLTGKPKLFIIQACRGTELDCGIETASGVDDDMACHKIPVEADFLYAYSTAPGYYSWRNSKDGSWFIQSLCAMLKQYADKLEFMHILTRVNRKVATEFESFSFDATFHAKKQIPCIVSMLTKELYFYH
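Assay system: Autoprocessing-dead procaspase-3 D3A mutant enzyme; also added: Ac-DEVD-pNA; doses: one concentration, 8.5 µM nominal, 0.8% DMSO; times: 1 h compound preincubation, 2 h substrate hydrolysis at 25 °C; technique: 405 nm absorbance of p-nitroaniline, reads at 0 and 120 min; measure: % activation between DMSO and enzyme-spiked controls; repeats: single replicate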
RPL19A TOR yeast: alters RPL19A-GFP fluorescence in TOR pathway yeast screen. S. cerevisiae RPL19A-GFP strain, flow cytometry, 3 h; stronger effect = lower value. percent response vs DMSO, % at 10 µM. hit rate 0.3% among 330,000;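 active means percent response vs DMSO below 50%; inconclusive means fewer than 70 events counted for the yeast strain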;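 further: median channel GFP fluorescence of the barcoded RPL19A-GFP strain; ratio of sample median GFP to plate DMSO average so 100% = DMSO; lower means less RPL19A-GFP as with rapamycin TOR inhibition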
AHR act: human AHR activation. P35869. AHR-responsive luciferase reporter cells, luminescence. activation, % at 5 µM. hit rate 2.5% among 320,000. AID 2796; in the data active means activation above about 47%;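 further: 0% = vehicle wells and 100% = reference agonist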
Target sequence (P35869 whole entry, looked up): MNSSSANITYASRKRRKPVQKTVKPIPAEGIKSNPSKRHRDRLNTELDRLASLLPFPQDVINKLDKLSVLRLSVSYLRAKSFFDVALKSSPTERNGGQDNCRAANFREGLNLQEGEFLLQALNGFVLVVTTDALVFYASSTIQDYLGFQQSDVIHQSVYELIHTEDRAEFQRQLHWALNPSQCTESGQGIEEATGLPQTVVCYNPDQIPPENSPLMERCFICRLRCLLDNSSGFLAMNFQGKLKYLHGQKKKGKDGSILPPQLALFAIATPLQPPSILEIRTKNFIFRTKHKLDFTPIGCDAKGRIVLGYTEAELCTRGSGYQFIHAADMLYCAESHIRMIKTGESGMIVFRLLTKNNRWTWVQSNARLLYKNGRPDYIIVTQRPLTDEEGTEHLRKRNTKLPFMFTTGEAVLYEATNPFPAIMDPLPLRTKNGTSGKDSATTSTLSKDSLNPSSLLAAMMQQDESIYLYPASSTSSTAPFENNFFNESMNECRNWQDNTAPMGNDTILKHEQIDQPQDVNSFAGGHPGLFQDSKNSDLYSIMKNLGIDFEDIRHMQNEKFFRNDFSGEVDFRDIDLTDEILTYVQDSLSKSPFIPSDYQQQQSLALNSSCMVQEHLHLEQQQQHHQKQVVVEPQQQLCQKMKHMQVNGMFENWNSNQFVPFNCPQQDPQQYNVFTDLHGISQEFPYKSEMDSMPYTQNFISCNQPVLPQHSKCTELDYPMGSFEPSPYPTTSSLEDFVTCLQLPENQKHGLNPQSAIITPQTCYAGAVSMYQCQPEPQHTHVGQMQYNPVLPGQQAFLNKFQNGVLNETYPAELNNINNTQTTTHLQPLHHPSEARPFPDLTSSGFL
* marks the source's active call; other numbers are inactive results; ? = inconclusive; . = no result given. Rows are unselected, and some 3.5% of all compounds hit somewhere here.

Order of results – CIT2 TOR yeast | LAP4-GFP MLPCN | AGP1-GFP MLPCN | procasp7 counter | MEP2-GFP yeast | procasp3 activ | RPL19A TOR yeast | AHR act
1. COc1ccc(-c2c(C(C)=O)c(C)nc3sc4c(=O)[nH]nnc4c23)cc1
 : 99 | 82 | 91 | 1 | 94 | -1 | 102 | -1
2. Cc1ccc(S(=O)OCC(=O)Nc2cc(Cl)ccc2N2CCOCC2)cc1 (configuration not stated)
 : 91 | 83 | 90 | 4 | 101 | 16 | 94 | 2
3. Cc1ccc(C)c(Nc2nc3c(S(=O)(=O)c4ccccc4)nnn3c3ccccc23)c1
 : 95 | 102 | 98 | 1 | 101 | 16 | 101 | 4
4. N#Cc1c(NC(=O)c2cccc(S(=O)(=O)Nc3ccc(C(=O)O)cc3)c2)sc2c1CCCC2
 : 108 | 110 | 104 | -7 | 100 | -1 | 103 | 4
5. CC1Cc2ccccc2N1S(=O)(=O)c1cccc(C(=O)OCC(=O)NCc2ccco2)c1 (configuration not stated)
 : 95 | ? | ? | -3 | ? | 1 | 92 | 2
6. CNC(=O)N(O)C1N(NC(=O)Nc2cccc3ccccc23)C(=S)SC1(C)C (configuration not stated)
 : 93 | 96 | 93 | -21 | 101 | -13 | 104 | 12
7. O=C(O)c1ccccc1COc1ccccc1Cl
 : 88 | 129 | 103 | 0 | 115 | -1 | 102 | 2
8. CCOc1cccc(NC(=O)/C(C#N)=C\c2cccnc2)c1
 : 85 | 135 | 86 | -3 | 112 | -8 | 111 | 9
9. O=C(/C=C/c1ccccc1)c1ccccc1O
 : 92 | 124 | 91 | -5 | 92 | 3 | 104 | 7
10. COCCn1c(-c2ccccc2)cnc1N
 : 97 | 99 | 100 | 8 | 96 | 1 | 100 | 0
11. COc1cc(S(=O)(=O)N2CCN(Cc3ccc4c(c3)OCO4)CC2)c(C)cc1C
 : 105 | 105 | 100 | -3 | 105 | 4 | 102 | -1
12. CCOCCCN(C(=O)c1snc(C(N)=O)c1N)C(C(=O)NC1CCCC1)c1ccc(O)cc1 (configuration not stated)
 : 103 | 96 | 103 | 0 | 103 | 3 | 102 | 7
13. O=C(NC1CC2CCCC(C1)N2C(=O)NC1CCCCC1)c1ccc(F)cc1 (configuration not stated)
 : . | 88 | 96 | 0 | 96 | 2 | 97 | -2
14. Cc1c(C(=O)Nc2c(F)cccc2F)sc2ncn(CC(=O)N3CCCCC3)c(=O)c12
 : 105 | 105 | 92 | 11 | 105 | 6 | 97 | 0
15. O=C(NCc1cccs1)C1CC(=O)N(C2CCCC2)C1 (configuration not stated)
 : 100 | 96 | 98 | 0 | 106 | 4 | 99 | -1
16. Cc1n[nH]c(C)c1S(=O)(=O)N1CCN(C2CCCCC2)CC1
 : 111 | 103 | 104 | 11 | 122 | -4 | . | 1
17. COc1ccc(-c2nc3nc(C)cc(C)n3n2)cc1
 : 102 | 109 | 98 | 4 | 103 | -1 | 98 | 42
18. O=C(Cn1nc(-c2ccccc2)ccc1=O)NCCCN1CCOCC1
 : 98 | 110 | 103 | 3 | 96 | -2 | 101 | -1
19. Nn1c(SCC(=O)Nc2nccs2)nnc1-c1ccccn1
 : 100 | 107 | 109 | 1 | 98 | 7 | 107 | 14
20. CC(C)C(=O)Nc1nnc(SCC(=O)NCc2ccco2)s1
 : 101 | 98 | 107 | -7 | 98 | -2 | 101 | -2
21. COc1ccc(OC)c(-n2c(SCC(=O)NCC3CCCO3)nc3ccccc3c2=O)c1 (configuration not stated)
 : 117 | 97 | 101 | 6 | 107 | 4 | 101 | -1
22. Cn1c(=O)c(C(=O)NCCCc2ccccc2)c(O)c2ccccc21
 : 99 | 95 | 98 | . | 102 | . | 101 | .
23. COC(=O)c1ccc(CN2CCN(CC=C(C)C)C(CCO)C2)cc1 (configuration not stated)
 : 110 | 107 | 98 | 9 | 101 | 10 | 96 | 0
24. N#CCCN(Cc1ccccc1)C(=O)Nc1ccc(F)cc1
 : 88 | 95 | 97 | 4 | 91 | 5 | 91 | 0
25. Cc1ccc(NC(=S)Nc2ccccn2)cc1C
 : 99 | 120 | 106 | -6 | 99 | 3 | 98 | 32
26. Cc1ccc(CN2C(=O)CCC2(C)C(=O)NCc2cccnc2)cc1 (configuration not stated)
 : 96 | 102 | . | 5 | 101 | 0 | 99 | -2
27. O=C1N(c2ccccc2)C2CS(=O)(=O)CC2N1c1ccc(Br)cc1 (configuration not stated)
 : 85 | 92 | 88 | -9 | 103 | 4 | 89 | -1
28. COc1ccc(C2/C(=C(/O)c3ccc4c(c3)CC(C)O4)C(=O)C(=O)N2CCCN2CCOCC2)cc1 (configuration not stated)
 : 101 | 98 | 97 | -44 | 110 | 2 | 103 | 3
29. O=C(O)c1ccc(N=NN2CCCCC2)cc1
 : 99 | 112 | 101 | 5 | 91 | 3 | 97 | 5
30. CCc1ccccc1NC(=O)c1nnn(CC(=O)Nc2ccccc2C)c1N
 : 100 | 91 | 95 | 2 | 96 | 3 | 96 | 1
31. Cc1ccc(C)c(S(=O)(=O)N2CCN(C(=O)/C=C/c3ccco3)CC2)c1
 : 94 | 94 | 94 | -9 | 94 | 0 | 95 | 2
32. Cc1cc(C)c2c(C)c(C(=O)NCc3ccncc3)oc2c1
 : 101 | 101 | 100 | 1 | 101 | -1 | 101 | 83*
33. Cn1c(SCC(=O)Nc2nc3c(s2)CCCC3)nnc1-c1ccccc1
 : 102 | 107 | 103 | 12 | 104 | 10 | 102 | 6
34. CC(C)(C)n1nnnc1CN1CCC(NC(=O)NC2CCCCC2)CC1
 : 106 | 103 | 103 | 3 | 106 | -4 | 103 | -3
35. Cc1cc(C)cc(NC(=O)N2CCC(NC(=O)c3ccc(F)cc3)CC2)c1
 : 101 | 97 | 104 | 9 | 97 | 5 | 98 | 0
36. CCC1CCCCN1S(=O)(=O)c1ccc(NC(=O)c2snnc2C)cc1 (configuration not stated)
 : 118 | 92 | 104 | -6 | 105 | 7 | 103 | -3
37. O=c1c2cc3c(=O)n(-c4ccccc4O)c(=O)c3cc2c(=O)n1-c1ccccc1O
 : 91 | 88 | 93 | 2 | 95 | 2 | 94 | 9
38. CCCCN(CCCC)C(=O)CCS(=O)(=O)c1ccc2c(c1)n(C)c(=O)c(=O)n2C
 : 98 | 103 | 104 | 1 | 102 | -14 | 100 | 5
39. C=CCc1ccccc1OCC(O)CN1CCN(CCO)CC1 (configuration not stated)
 : 90 | 92 | 87 | 1 | 102 | -1 | 96 | -1
40. Cc1ccc(C)c(NC(=O)CCN2CCc3ccccc3C2)c1
 : 98 | 92 | 92 | 3 | 97 | -2 | 100 | -1
41. OCc1cnc(SCc2ccccc2)n1Cc1ccccc1
 : 102 | 97 | 105 | 9 | 100 | 2 | 101 | -1
42. O=C(CCC(=O)Nc1ccccc1Cl)NNC(=O)Nc1cccc([N+](=O)[O-])c1
 : 96 | 70 | 95 | 9 | 97 | 2 | 109 | 6
43. CCc1ccc(NC(=O)C(=S)NC2CCCCC2)cc1
 : 113 | 100 | 109 | 10 | 101 | -4 | 93 | -3
44. CN1CCc2nc(SCCOc3ccccc3)c(C#N)cc2C1
 : 103 | 115 | 103 | 10 | 110 | 3 | 102 | 1
45. C=CCn1c(=O)[nH]c2cc(C(=O)N3CC=C(c4ccccc4)CC3)ccc2c1=O
 : 100 | 99 | 103 | 1 | 97 | -2 | 101 | 0
46. COc1cc(C2=CN(Cc3ccccc3)CCC2=O)cc(OC)c1OC
 : 111 | 111 | 115 | 6 | 106 | 4 | 107 | 6
47. CN(C(=O)COc1ncnc2sccc12)C1CCCCC1
 : 103 | 100 | 103 | 0 | 101 | 6 | 102 | 1
48. CCOC(=O)C[n+]1c(C)ccc2c1CCC2
 : 103 | 99 | 107 | 1 | 99 | 7 | 97 | 0
49. Cc1ccnc2nc(C(=O)Nc3nccs3)nn12
 : 97 | 91 | 101 | -7 | 98 | 4 | 100 | 21
50. Cc1c(-c2ccccc2)[nH]n2c(=O)c3c(nc12)CCCC3
 : 104 | 100 | 106 | 6 | 102 | 5 | 100 | 19

Next part
Order of results – CIT2 TOR yeast | LAP4-GFP MLPCN | AGP1-GFP MLPCN | procasp7 counter | MEP2-GFP yeast | procasp3 activ | RPL19A TOR yeast | AHR act
51. O=C(COC(=O)c1ccc(N2CCCC2=O)cc1)c1ccc(OC(F)F)cc1
 : 94 | 94 | 95 | -3 | 102 | 3 | 94 | -1
52. O=C(NCC(c1ccco1)N1CCc2ccccc21)c1ccccc1F (configuration not stated)
 : 81 | 111 | 88 | -6 | 100 | -2 | 94 | 6
53. COc1ccc(C(=O)NCC(=O)OCC(=O)N2CCc3ccccc32)cc1
 : 94 | 104 | 102 | -5 | 89 | 3 | 98 | 1
54. Cc1ccccc1-n1c(SCC(=O)Nc2ccccc2Cl)nc2n[nH]c(C)c2c1=N
 : 106 | 91 | 101 | -5 | 96 | -4 | 101 | 62*
55. Cn1cc([N+](=O)[O-])c(C(=O)Nc2nc(-c3ccc(Cl)cc3)cs2)n1
 : 94 | 109 | 98 | 5 | 100 | 2 | 99 | -12
56. COc1ccc(CCNC(=O)C2CC(O)CN2S(=O)(=O)c2ccc(Cl)cc2)cc1OC (configuration not stated)
 : 101 | 86 | 96 | 14 | 106 | 1 | 96 | 1
57. Cc1cccc(N(C)S(=O)(=O)c2ccc(-c3cc(C)no3)s2)c1
 : 98 | 104 | 99 | -7 | 106 | -5 | 100 | 1
58. Cc1ccc2nc(SCC(=O)c3ccc(O)cc3O)[nH]c2c1
 : 92 | 91 | 104 | 7 | 101 | 5 | 101 | 32
59. Cc1nc(-c2cccnc2)sc1C(=O)Nc1ccc(F)cc1F
 : 101 | 96 | 95 | 6 | 98 | -5 | 96 | 8
60. Nc1ccc2oc3ccccc3c2c1
 : 91 | 90 | 95 | 8 | 95 | 3 | 98 | 20
61. CCOc1ncccc1C(=O)N1CCN(S(=O)(=O)c2ccc3ccccc3c2)CC1
 : 111 | 103 | 104 | -10 | 95 | 4 | 97 | 0
62. COc1ccc(NS(=O)(=O)c2cccc(N/C(=N\S(=O)(=O)c3ccccc3)c3ccc(F)cc3)c2)cc1
 : 89 | 90 | 99 | 2 | 90 | -2 | 93 | 2
63. Cc1cccc(/C=N/Nc2nncc3ccccc23)c1
 : 97 | 110 | 99 | 4 | 109 | 8 | 99 | 11
64. CCC(C)Oc1cccc(OCCCCN2C(=O)NC(C)(C)C2=O)c1 (configuration not stated)
 : 93 | 94 | 95 | 9 | 94 | -1 | 90 | 2
65. Cc1ccc(-c2ccc(=O)n(CCC(=O)NCCN3CCCCC3C)n2)cc1 (configuration not stated)
 : 109 | 110 | . | -3 | 108 | 0 | 107 | 3

AHR act: hit marks shown above.
| nr | compound | CIT2 TOR yeast | LAP4-GFP MLPCN | AGP1-GFP MLPCN | MEP2-GFP yeast | procasp3 activ | RPL19A TOR yeast | AHR act |
| --- | --- | --- | --- | --- | --- | --- | --- | --- |
| 32 | Cc1cc(C)c2c(C)c(C(=O)NCc3ccncc3)oc2c1 | 101 | 101 | 100 | 101 | -1 | 101 | 83* |
| 54 | Cc1ccccc1-n1c(SCC(=O)Nc2ccccc2Cl)nc2n[nH]c(C)c2c1=N | 106 | 91 | 101 | 96 | -4 | 101 | 62* |
